Bioassay records (PubChem)
WRN helicase inh = blocks human WRN helicase. WRN helicase unwinding, fluorescent forked duplex, kinetic. Potency, µM (doses to about 114 µM), without a hit: at the highest dose activity change, negative = inhibition, actives largely listed as inhibitors. 0.46% of 360,000 active. AID 651768; also: potency is read from the fitted curve at half-maximal effect; % is scaled to controls: 0 for no effect and ±100 for the full control effect; nearly all actives have a fitted effect of over 55% in size
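WRN at 20 nM final preincubated with compound 15 min at room temperature; reaction started with 100 nM fluorophore/quencher forked duplex oligonucleotide and 2 mM ATP final. Unwinding followed kinetically by red fluorescence (ex 525, em 598 nm).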
EPAC1 antag = antagonists of human EPAC1 | Potency, µM (highest dose often 115 µM), for the others: at the top dose activity change, negative = inhibition, actives largely listed as inhibitors | 0.14% of 360,000 active | O95398 | EPAC1 GEF assay, Rap1b-BODIPY-GDP exchange fluorescence;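 also: potency is read from the fitted curve at half-maximal effect; plate controls were vehicle for no effect and positive control for full effect; nearly all actives have a fitted effect of over 50% in size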
FUS yeast rescue = rescues growth of FUS-expressing yeast; S. cerevisiae FUS-expressing, growth rescue, OD600, 24 h; Potency, µM (titrated, usually from 76.6 µM), for the others: at the top dose growth rescue (activation), actives largely listed as activators; 0.24% of 390,000 active; AID 1347120;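 also: potency is read from the fitted curve at half-maximal effect; plate controls were DMSO vehicle for no effect and reference control for full effect; nearly all actives have a fitted effect of over 55% in size; some results filed as inactive show a strong effect at the top dose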
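Quantitative HTS measuring growth restoration of FUS-toxic yeast. Galactose-induced cells (OD 0.005) were exposed 24hr at 30C to compounds at several concentrations, then absorbance at 600 nm was recorded.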
aSyn rescue = inhibitors of alpha-synuclein toxicity in yeast; Yeast expressing alpha-synuclein, growth rescue, BacTiter-Glo, 24 h; Potency, µM (top dose mostly 46.1 µM), inactives show at the highest dose growth rescue (activation), usual class: activators; 0.14% of 370,000 active; AID 652106; also: potency is read from the fitted curve at half-maximal effect; % of control where 0% means no effect; nearly all actives have a fitted effect of over 65% in size
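Galactose-induced alpha-syn yeast (OD600=0.02, raffinose-pregrown) + pinned cpd, 24 hr, 30 deg C; growth by BacTiter-Glo luminescence. Growth restoration scores as activation.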
PI5P4K alpha inh = PI5P4K alpha (human) kinase inhibition | P48426 | PI5P4Kalpha enzyme, ADP-Glo luminescence, 60 min; hits give low values | max response, % | 1.2% of 330,000 active | AID 652105; active = max response of -50% or lower; inconclusive = between -30% and -50%; inactive = -30% or higher; also: value at the top dose of about 77 µM; % is scaled to controls: 0 for no effect and ±100 for the full control effect
Target sequence (P48426 whole entry, looked up): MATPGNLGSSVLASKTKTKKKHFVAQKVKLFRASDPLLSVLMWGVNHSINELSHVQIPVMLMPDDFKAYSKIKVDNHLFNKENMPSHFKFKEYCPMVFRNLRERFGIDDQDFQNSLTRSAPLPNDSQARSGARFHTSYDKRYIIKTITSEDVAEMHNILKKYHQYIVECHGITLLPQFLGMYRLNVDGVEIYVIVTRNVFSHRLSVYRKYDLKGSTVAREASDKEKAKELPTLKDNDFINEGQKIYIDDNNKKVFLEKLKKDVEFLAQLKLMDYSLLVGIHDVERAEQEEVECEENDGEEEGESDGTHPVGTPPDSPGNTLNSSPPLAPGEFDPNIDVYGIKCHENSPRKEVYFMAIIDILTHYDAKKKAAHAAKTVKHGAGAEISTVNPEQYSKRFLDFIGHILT
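Controls without substrate or without enzyme flank wells where PI5P4Kalpha converts substrate using 5 microM ATP (final). Incubation lasts 60 minutes at room temperature; ADP formed is read by ADP-Glo luminescence.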
PLK1 PBD inh = blocks phosphopeptide binding to human PLK1 polo-box domain. P53350. Plk1 PBD binding of FITC phosphopeptide, fluorescence polarization. Potency, µM, inactives show max response, negative = inhibition, most hits filed as inhibitors. 2.8% of 360,000 active. AID 720504; also: potency is read from the fitted curve at half-maximal effect; series mostly up to about 57 µM; % is scaled to controls: 0 for no effect and ±100 for the full control effect; nearly all actives have a fitted effect of over 65% in size
Target sequence (P53350 whole entry, looked up, the tested form may be a part): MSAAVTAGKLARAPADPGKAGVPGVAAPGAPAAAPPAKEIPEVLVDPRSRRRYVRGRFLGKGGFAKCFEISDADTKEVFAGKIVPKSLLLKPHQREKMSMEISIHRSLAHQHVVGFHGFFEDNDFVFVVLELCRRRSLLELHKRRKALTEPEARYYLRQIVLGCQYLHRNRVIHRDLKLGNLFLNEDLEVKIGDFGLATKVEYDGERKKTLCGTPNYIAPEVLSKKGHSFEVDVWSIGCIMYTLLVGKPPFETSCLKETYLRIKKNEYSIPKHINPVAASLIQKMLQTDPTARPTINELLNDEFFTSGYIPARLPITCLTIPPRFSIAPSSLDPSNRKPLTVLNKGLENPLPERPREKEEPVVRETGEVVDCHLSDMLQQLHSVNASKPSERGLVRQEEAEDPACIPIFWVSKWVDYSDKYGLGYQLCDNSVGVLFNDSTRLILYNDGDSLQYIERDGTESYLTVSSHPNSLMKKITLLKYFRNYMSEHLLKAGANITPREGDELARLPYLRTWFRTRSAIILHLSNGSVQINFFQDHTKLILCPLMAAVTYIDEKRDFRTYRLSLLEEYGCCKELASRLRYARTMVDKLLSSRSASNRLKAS
IL-2 act = activators of IL-2; 0.065% of 360,000 active; IL-2 activation reporter assay, cell-based qHTS; stimulated with anti-CD3/CD4/CD28 beads; in transgenic mouse T cells; activation, % (series mostly up to about 46 µM); in the data active = activation above about 50%; inconclusive = mostly about 30% to 49%; also: 0% is about no effect
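Unstimulated transgenic mouse T cells preincubated 60 min with compound, then stimulated with anti-CD3/anti-CD4-coated beads plus anti-CD28 for 18 h at 37 degrees C. IL-2 response read as EGFP and DsRed fluorescence by plate cytometry.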
Abeta rescue = restores growth of yeast expressing A-beta42 peptide; yeast expressing A-beta42, growth rescue, OD600, 48 h; response scale: 0% DMSO, 100% iron-clioquinol control; Potency, µM (titrated, usually from 46.1 µM), for the others: at the highest dose growth rescue, usual class: activators; 0.063% of 410,000 active; AID 1347071; also: potency is read from the fitted curve at half-maximal effect; nearly all actives have a fitted effect of over 55% in size
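Growth rescue measured by 600 nm absorbance after 48 h yeast culture at 30 C with compound. Values normalized between DMSO and an equimolar ferric chloride plus clioquinol control.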
EPAC1 agonist = activates human EPAC1 exchange factor. O95398. EPAC1 agonist qHTS, biochemical assay; response scale: 100% = response to 6.5 mM cAMP. Potency, µM (top dose mostly 154 µM), inactives show at the highest dose activation, actives largely listed as activators. 0.073% of 360,000 active. AID 720707; also: potency is read from the fitted curve at half-maximal effect; nearly all actives have a fitted effect of over 60% in size
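Multi-concentration qHTS readout: loss of Rap1B-bound BODIPY-GDP fluorescence driven by 100 nM EPAC1 with excess GDP (50 uM), monitored kinetically at room temperature; agonist response expressed relative to 6.5 mM cAMP.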
Starred values were filed as active, the others as inactive; ? = inconclusive; / = no result given; [ ] = remark or other dose. Unless noted, calls follow the shape of the dose curve; as a rule, active = well fitted curve in the direction sought with a large enough effect; inconclusive = small, poorly fitted or top-dose-only effect, or another doubt; inactive = no such curve, though single readings can be large; an effect the other way counts as inactive or inconclusive.

#	molecule	WRN helicase inh	EPAC1 antag	FUS yeast rescue	aSyn rescue	PI5P4K alpha inh	PLK1 PBD inh	IL-2 act	Abeta rescue	EPAC1 agonist
1	COC(=O)C[C@H]1C=C[C@H](NC(=O)C2CCOCC2)[C@@H](CO)O1	-3.2%	10.5%	-12.4%	4.1%	-3.3	-3.6%	0.3	-7.0%	3.0%
2	O=C(N/C(=C/c1ccco1)C(=O)N1CCOCC1)c1ccc([N+](=O)[O-])cc1	4.9%	12.2%	4.7%	0.2%	0.1	-4.6%	-3.5	-1.2%	-4.5%
3	COc1cc(CC(=O)O)c([N+](=O)[O-])cc1OC	-7.7%	-13.0%	28.2%	0.4%	1.0	-1.2%	3.5	-1.5%	-5.0%
4	Oc1ccc(-c2cn3c(n2)SCC3)cc1	3.3%	-19.2%	3.3%	-2.1%	-17.0	-10.0%	0.0	-13.0%	-6.8%
5	COc1ccc(C(=O)Nc2ccc(C(=O)O)cc2NC(=O)c2ccc(OC)cc2)cc1	4.0%	-8.8%	-18.7%	-11.2%	-0.1	-18.5%	3.7	-4.9%	-12.4%
6	COC(C[C@@H]1O[C@@H]1[C@H](O)COCc1ccccc1)OC	-10.1%	-3.5%	-17.1%	1.3%	3.8	1.6%	-0.3	-1.5%	3.4%
7	Cc1cccc(NC(=S)NNC(=O)c2ccccc2OC(F)F)c1	-4.4%	-26.8%	/	-4.3%	-2.3	-17.7%	-0.3	-6.7%	-9.9%
8	COc1ncnc2sc3c(c12)CCCC3	-7.9%	-6.9%	0.7%	1.2%	/	-2.4%	-2.2	-1.2%	11.3%
9	CCOc1ccc(N2C(=O)CS/C2=N/NC(=O)COc2ccc3ccccc3c2)cc1	-6.9%[57.1 µM]	-2.3%	41.2%	11.9%	/	-5.3%	-4.1	-0.5%	20.8%
10	CN[C@@H](CO)C(=O)NC[C@H]1O[C@@H](n2cc(C)c(=O)[nH]c2=O)C[C@@H]1O	-11.1%	-17.3%	-16.9%	8.3%	5.4	-10.2%	-1.7	-7.3%	-8.6%
11	O=C(/C(=N\O)n1cncn1)c1ccc(Br)cc1Br	-4.2%	7.3%	/	11.6%	12.0	-0.3%	-0.6	14.8%	-0.9%
12	CC(C)(C)OC(=O)N/N=C\C=C\c1ccc2c(c1)OCO2	-21.0%	-10.8%	/	-0.6%	1.1	-1.0%	-3.0	1.3%	-4.8%
13	O=S(=O)(NN=C1CCCCCCC1)c1ccc(Br)cc1	-2.2%	15.6%	23.5%	3.4%	-0.9	-2.8%	0.1	-7.9%	5.9%
14	O=C(CSc1nc2ccc(Cl)cc2[nH]1)Nc1ccc2c(c1)CCC2	-13.9%	-0.7%	19.3%	2.6%	7.9	1.9%	0.4	-23.1%	-13.1%
15	N#Cc1c(NC(=O)/C=C/c2ccco2)sc2c1CCCC2	?	-16.8%	/	-5.7%	-62.9*	-24.4%	-0.5	-10.7%	-14.9%
16	COc1cc2c(cc1OC)C(C)N(C(=S)NC(=O)c1ccccc1)CC2 (stereo not drawn)	4.8%	-10.3%	18.0%	0.4%	-5.5	-3.2%	-1.3	17.2%	-4.1%
17	CSc1ccccc1NC(=O)c1ccc(N2CCCC2=O)cc1	1.8%	15.7%	-3.4%	-1.7%[1.84 µM]	-1.3	-4.6%	1.2	1.2%	-0.4%
18	CCc1cc2c(SCC(=O)Nc3ccc(Cl)cn3)ncnc2s1	-9.3%	-7.1%	-16.1%	-3.9%	-1.7	-10.9%	0.4	10.3%	6.5%
19	Cc1cccc(C(=O)NCC(=O)NC(C)c2ccc(-n3ccnc3)cc2)c1 (stereo not drawn)	-3.8%	-5.1%	7.7%	0.5%	-6.5	-3.3%	-1.1	19.1%	-54.9%
20	Cc1nnc(N2C(=O)C(=O)/C(=C(\O)c3ccc4c(c3)CC(C)O4)C2c2ccccc2)s1 (stereo not drawn)	6.8%	-35.5%	57.1%	-4.9%	-19.2	-14.0%	1.7	-5.3%	-10.3%

Along the list, as entered above:
FUS yeast rescue, compounds 8–17, in order: 0.7%, 41.2%, -16.9%, /, /, 23.5%, 19.3%, /, 18.0%, -3.4%
PLK1 PBD inh, compounds 8–17, in order: -2.4%, -5.3%, -10.2%, -0.3%, -1.0%, -2.8%, 1.9%, -24.4%, -3.2%, -4.6%

Next results follow.
#	molecule	WRN helicase inh	EPAC1 antag	FUS yeast rescue	aSyn rescue	PI5P4K alpha inh	PLK1 PBD inh	IL-2 act	Abeta rescue	EPAC1 agonist
21	Cc1nc2c(nnn2Cc2ccccc2Cl)c(=O)[nH]1	-2.4%	10.7%	-13.9%	5.3%	3.0	2.7%	0.6	-11.6%	-9.3%
22	CCOc1cc(/C=C/C(=O)O)ccc1OCCO	-8.8%	?	-1.9%	-0.8%	-21.5	26.7µM*	-1.2	-8.1%	1.3%
23	COc1ccc(S(=O)(=O)NC(C)C(=O)NCCN2CCOCC2)cc1Cl (stereo not drawn)	-2.0%	-0.4%	36.5%	-5.8%	1.2	-15.3%	1.2	-17.3%	-6.1%
24	COc1ccc(CCC(C)NCCc2ccc(Cl)cc2Cl)cc1 (stereo not drawn)	8.1%	-13.0%	38.4%	-1.9%	19.3	1.1%	-0.3	-11.4%	-3.8%
25	Cc1cccnc1CN1CCN(C(=O)c2cc(COc3ccc4ncccc4c3)on2)CC1	2.5%	-5.5%	13.2%	1.9%	1.6	-9.5%	-5.3	-2.1%	11.1%
26	Cc1ccc(S(=O)(=O)N2CCN(C(=O)CCC(=O)Nc3ccc(F)cc3F)CC2)cc1	4.5%	-0.1%	18.5%	4.9%	-0.9	4.1%	0.4	16.1%	7.5%
27	COc1cc(CN(CC2CCCO2)C(=O)c2cccs2)cc(OC)c1OC (stereo not drawn)	5.6%	15.1%	16.3%	-2.4%	-1.3	-11.9%	-2.4	9.4%	10.6%
28	CCN(CC)Cc1cc(C(=O)O)c(-c2ccccc2)o1	4.4%	14.3%	-26.4%	-0.7%	3.3	2.4%	-0.8	-10.2%	-1.4%
29	C[C@@]12C(=O)Nc3ccccc3C(=O)N1[C@H]1c3cc(Cl)ccc3OC[C@@H]1[C@@H]2c1ccccc1	0.0%	-6.6%	0.6%	-10.8%	0.4	1.8%	0.0	1.8%	-9.0%
30	Cc1ccc(-c2cc(-c3ccc(C)o3)nc(N)c2C#N)cc1	?	-26.7%	?	-63.5%[inhibitor]	-90.1*	13.4µM*	-0.9	-24.4%	-8.0%
31	O=C(O)Cc1sc(-c2ccc(Cl)cc2)nc1-c1ccccc1	-0.2%	0.0%	6.7%	-39.9%[inhibitor]	-28.4	23.8µM*	7.7	-93.6%[inhibitor]	12.4%
32	Cc1ccc(CNC(=O)C2CCCN(S(=O)(=O)c3c(C)[nH]c(=O)[nH]c3=O)C2)cc1 (stereo not drawn)	-14.6%	-3.5%	/	-8.5%	-3.4	0.0%	-4.4	-13.2%	1.8%
33	Clc1ccc2nc(CN3CCCCC3)cn2c1	2.3%	-10.0%	21.3%	-5.3%	/	-8.4%	-1.0	-3.0%	-8.2%
34	CN(C)C(=O)CSc1nnc([C@H](Cc2c[nH]c3ccccc23)NC(=O)OC(C)(C)C)o1	-2.5%	-11.2%	/	1.4%	-9.3	-3.7%	2.1	-7.8%	3.2%
35	CCOC(=O)[C@@H]1[C@H]2COc3ccccc3[C@@H]2N2C(=O)N(c3ccc(C)cc3)C(=O)[C@@]12C	1.3%	3.3%	13.8%	10.2%	0.8	-5.5%	1.0	3.4%	-7.0%
36	CCc1cc2c(=O)[nH]cnc2s1	-5.8%	-4.6%	-19.1%	1.0%	-7.0	-22.0%	-1.2	7.6%	7.5%
37	COc1ccccc1NC(=O)NC1(C(=O)NCC2CCCO2)CCCCC1 (stereo not drawn)	11.9%	1.0%	-1.3%	5.3%	-4.7	-0.1%	-0.6	0.8%	-3.7%
38	COc1cc(-c2nc3ccc(C)cn3c2Nc2ccc3c(c2)OCCO3)ccc1O	-13.1%	-13.8%	14.4%	-3.6%	5.0	-3.1%	6.8	-7.9%	5.4%
39	CC(=O)NC1CC2CCCC(C1)N2S(=O)(=O)c1ccccc1 (stereo not drawn)	0.0%	4.4%	0.7%	-2.5%	3.5	-13.2%	-0.8	14.4%	2.2%
40	N#Cc1cccc(CN2C=NS(=O)(=O)c3ccccc32)c1	9.0%	4.3%	-1.7%	3.9%	1.5	-9.4%	1.1	1.1%	-0.5%
41	CC(=O)c1ccc(N2CCN(CC(=O)Nc3cc(C)on3)CC2)cc1	-2.0%	-2.3%	0.1%	-1.4%	0.3	-2.6%	1.0	-2.7%	9.3%
42	O=C(O)c1ccn2c(C(=O)c3ccc(Cl)cc3)c(-c3ccccc3)cc2c1	6.0%	?	0.8%	14.1%	-1.0	37.7µM*	-2.2	-5.4%	0.2%
43	O=C(Nc1c(-c2ccccc2)nc2ccccn12)c1ccco1	11.9%	5.1%	8.8%	-9.4%	1.2	-5.1%	-2.0	-1.7%	-3.1%
44	CS(=O)(=O)Nc1ccc2c(c1)ncn2CCc1ccccc1	1.9%	4.4%	-14.4%	1.1%	-0.5	-11.6%	-1.4	-5.0%	6.3%
45	O=C(O)c1ccc(S(=O)(=O)NC2CCCc3ccccc32)cc1 (stereo not drawn)	8.1%	13.6%	5.7%	-1.8%	-4.5	-5.0%	-0.4	0.3%	-7.9%
46	CC(C)(C)c1cc[n+](-c2[nH]c(=O)sc2/C=N/N=C(\[O-])c2cccnc2)cc1	-3.9%	-1.6%	-27.1%	1.5%	-0.7	-8.7%	-4.3	5.1%	5.9%
47	COC(=O)c1ccc2nc(C3CCCCC3)c(Cc3ccc(C)cc3)n2c1	-11.3%	-14.1%	32.6%	7.7%	-14.6	-2.5%	0.8	17.2%	8.5%
48	CCCOc1ccccc1/C=C1\SC(N)=NC1=O	-1.2%	-2.4%	-0.4%	-6.0%	-3.8	3.6%	-2.9	2.6%	8.4%
49	COc1ccc(N=C2SCC(=O)N2CCc2ccc(OC)c(OC)c2)cc1	-4.2%	-13.2%	-6.9%	16.6%	-1.7	4.0%	0.3	-8.8%	7.5%
